High-throughput results as filed in PubChem.
PLC-beta3 inh: human PLC-beta3 inhibitors, primary screen, biochemical, fluorescence; Purified PLC-beta3, fluorogenic substrate; inhibition, % at 12.2 µM; actives 0.18% (n = 370,000); AID 720704, 2013; in the data active = inhibition above about 11%;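 note: 0% = median of compound wells on plate and 100% = full blocker control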
ssDAF12 agonist: S. stercoralis DAF-12 nuclear receptor activators, primary screen, cell-based, luminescence, HEK293, GRIP1 co-expression, lit1-tk-luc; HEK293 ssDAF-12/GRIP1 lit1-tk-luc reporter; % of 3 µM dafachronic acid response; actives 1% (n = 370,000); AID 652126, 2013; activation, % at 6.8 µM; Nuclear hormone receptor DAF-12 (Strongyloides stercoralis);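 active = activation above the mean over all tested compounds plus 3 SD, cut at about 0.9% in these data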;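 note: 0% = DMSO-only wells and 100% = 3 µM delta7-dafachronic acid wells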
hcDAF-12 act: H. contortus DAF-12 nuclear receptor activators, primary screen, cell-based, luminescence, HEK293, lit1-tk-luc reporter; HEK293 hcDAF-12 lit1-tk-luc reporter; 0% DMSO, 100% Δ7-dafachronic acid; actives 1.4% (n = 370,000); activation, % at 6.8 µM;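 active = activation above the mean of all tested compounds plus 3 SD, cut at about 5.5% in these data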;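 note: 100% = response to 3 µM Δ7-dafachronic acid high control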
SMARCA2 activ: SMARCA2 (BRM) function activators, primary screen, cell-based, luminescence, high throughput; actives 1% (n = 370,000); MG213 cells, MMTV-luciferase reporter, dexamethasone, overnight; activation, % at 9.1 µM; in the data active = activation above about 7.8%;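 note: 0% = vehicle wells and 100% = reference activator wells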
hgDAF-12 ag: H. glycines DAF-12 receptor agonists, primary screen, cell-based, luminescence, HEK293, GAL4 fusion, UAS-luciferase. activation, % at 6.8 µM. AID 687014, 2013. actives 1.8% (n = 370,000). HEK293 GAL4-hgDAF12 UAS-luciferase reporter, agonist luminescence; normalized to butyrate control;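 active = activation above a cutoff set at the mean of all screened compounds plus 3 SD, cut at about 10% in these data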;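 note: 0% = DMSO wells and 100% = sodium butyrate wells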
PLC-gamma1 inh: PLC-gamma1 enzyme inhibitors, primary screen, biochemical, fluorescence, purified enzyme; 1-phosphatidylinositol 4,5-bisphosphate phosphodiesterase gamma-1 (Homo sapiens), P19174; fluorogenic substrate; inhibition, % at 12.2 µM; actives 0.84% (n = 370,000); in the data active = inhibition above about 9.5%
NR1D1 modulator: modulators of Rev-erb alpha DNA binding, primary screen, biochemical, FITC-DNA, fluorescence polarization, uHTS; AID 1259318, 2017; activity, % at 10 µM; actives 0.79% (n = 370,000); Rev-erbα–FITC-DNA binding, 90 min; Nuclear receptor subfamily 1 group D member 1 (Homo sapiens), P20393;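 active = activity above about 14%, limit read from the data; passing the limit was not always enough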;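 note: 0% = DMSO wells with 35 nM protein and 100% = DMSO wells with 750 nM protein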
Target sequence (P20393 whole entry, looked up): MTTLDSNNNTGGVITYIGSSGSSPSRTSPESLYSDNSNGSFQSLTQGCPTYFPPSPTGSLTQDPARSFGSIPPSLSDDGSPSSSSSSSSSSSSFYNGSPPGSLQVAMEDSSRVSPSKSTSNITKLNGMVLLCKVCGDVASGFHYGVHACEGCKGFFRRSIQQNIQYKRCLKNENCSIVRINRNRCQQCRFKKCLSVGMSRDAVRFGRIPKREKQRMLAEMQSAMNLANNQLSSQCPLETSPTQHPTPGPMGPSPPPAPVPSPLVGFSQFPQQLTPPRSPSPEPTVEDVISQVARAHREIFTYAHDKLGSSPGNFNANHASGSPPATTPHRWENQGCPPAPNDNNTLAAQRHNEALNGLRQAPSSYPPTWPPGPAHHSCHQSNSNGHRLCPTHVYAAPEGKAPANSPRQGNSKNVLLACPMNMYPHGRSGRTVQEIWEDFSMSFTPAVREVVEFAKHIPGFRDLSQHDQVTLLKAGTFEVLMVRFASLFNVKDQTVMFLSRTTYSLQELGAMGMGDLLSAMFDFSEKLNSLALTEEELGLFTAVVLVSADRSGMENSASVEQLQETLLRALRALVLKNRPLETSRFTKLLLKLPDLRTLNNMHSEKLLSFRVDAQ
DAX1 inh-1: DAX1 (NR0B1) inhibitors, primary screen, cell-based, HEK293, Gal4-DAX1, luciferase luminescence; Nuclear receptor subfamily 0 group B member 1 (Homo sapiens), P51843; HEK293 Gal4-DAX1 luciferase reporter; inhibition, % at 6.75 µM; actives 0.99% (n = 340,000); AID 504766, 2011;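 active = inhibition above the mean over all tested compounds plus 3 SD, cut at about 4.2% in these data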;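 note: 0% = DAX1-transfected cells with DMSO and 100% = empty-vector control cells with DMSO; inhibition shows as a rise in luminescence from relieved DAX1 repression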
DAX1 inh-2: DAX1 (NR0B1) inhibitors on StAR promoter, primary screen, cell-based, luminescence, SF-1 (NR5A1), full-length DAX-1; HEK293T StAR-luciferase reporter, SF-1/DAX-1 repression relief; inhibition, % at 6.8 µM; actives 1.1% (n = 370,000); AID 652010, 2013;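 active = inhibition above the mean over all tested compounds plus 3 SD, cut at about 3.6% in these data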;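 note: 0% = DAX-1 cells with DMSO and 100% = cells lacking DAX-1 with DMSO; higher inhibition means more luminescence from relief of DAX-1 repression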
ADAM17 inh: ADAM17 inhibitors, primary screen, biochemical, QFRET; recombinant ADAM17, EDANS/DABCYL FRET peptide cleavage; inhibition, % at 6.95 µM; actives 0.83% (n = 370,000);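 active = inhibition above the mean of compounds lying between control limits plus 3 SD, set per campaign, cut at about 8.5% in these data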;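 note: 0% = DMSO-only wells as the low control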
MBD2 DNA inh: inhibitors of MBD2 binding to methylated DNA, primary screen, biochemical, TR-FRET, DNA-binding domain, human | inhibition, % at 4.4 µM | Methyl-CpG-binding domain protein 2 (Homo sapiens), Q9UBB5 | actives 0.31% (n = 370,000) | AID 686964, 2013 | MBD2 binding to methylated oligonucleotide; in the data active = inhibition above about 13%
Target sequence (Q9UBB5 whole entry, looked up, the tested form may be a part): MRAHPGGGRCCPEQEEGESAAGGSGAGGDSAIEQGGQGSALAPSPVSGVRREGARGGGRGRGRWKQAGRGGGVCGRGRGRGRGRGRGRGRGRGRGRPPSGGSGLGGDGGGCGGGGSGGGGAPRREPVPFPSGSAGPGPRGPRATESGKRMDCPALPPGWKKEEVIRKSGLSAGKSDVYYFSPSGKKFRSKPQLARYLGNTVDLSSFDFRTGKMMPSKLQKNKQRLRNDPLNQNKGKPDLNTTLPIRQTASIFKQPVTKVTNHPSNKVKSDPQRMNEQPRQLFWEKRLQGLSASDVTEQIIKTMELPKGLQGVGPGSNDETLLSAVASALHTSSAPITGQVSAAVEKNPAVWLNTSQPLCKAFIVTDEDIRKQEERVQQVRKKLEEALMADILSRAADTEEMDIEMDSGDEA
Starred values were filed as active, the others as inactive; / = no result given.

SMILES	PLC-beta3 inh	ssDAF12 agonist	hcDAF-12 act	SMARCA2 activ	hgDAF-12 ag	PLC-gamma1 inh	NR1D1 modulator	DAX1 inh-1	DAX1 inh-2	ADAM17 inh	MBD2 DNA inh
COc1ccc(C(=O)Cc2ccccc2C(=O)O)cc1	-6.4	-0.9	0.3	4.3	2.2	-6.9	-2.1	2.5	-0.2	-4.8	0.6
COc1ccccc1CNCC(=O)Nc1ccccc1-n1cccc1	0.6	-0.3	1.9	-1.0	-0.9	-1.6	-4.0	0.3	-0.9	-4.4	-4.9
CCOCCCNC(=O)C(NC(=O)c1ccc(=O)[nH]c1)c1ccccc1 (stereo not given)	0.5	-1.1	-1.2	1.2	1.1	2.1	-3.3	-0.8	0.0	-6.2	5.9
C[N+](C)(C)CCN1CCc2ccccc21	3.1	0.2	0.8	2.8	0.5	1.3	-3.1	/	-1.0	-0.3	-5.4
COC(=O)c1ccc(C)c(NS(=O)(=O)c2ccc(NC(C)=O)cc2)c1	5.5	-2.1	-2.8	-1.8	-2.7	1.1	-2.8	0.2	-0.1	-0.8	-1.9
COc1ccc(NC(=S)N2CCCC2c2ccc(OC)c(OC)c2)cc1 (stereo not given)	-4.9	-0.7	-0.8	-3.0	-2.2	2.9	-0.3	-0.1	0.0	-3.4	2.4
Cc1nc(-c2ccc(C(=O)O)cc2)cs1	1.6	-0.5	-0.4	-2.6	1.2	1.4	-0.1	1.4	-0.2	-3.8	7.3
O=C(O)c1ccccc1C(=O)OCC1CCC(=NO)CC1 (stereo not given)	2.3	-1.5	0.9	5.0	-1.0	-2.2	3.7	-0.2	0.0	-3.5	0.2
Cc1csc(=O)n1CCC(=O)OCC(=O)Nc1ccc(C(N)=O)cc1	-3.6	-0.4	-0.8	-1.2	-1.2	-2.8	-2.7	1.0	-0.1	-0.9	-5.0
CCOc1cccc(CN2CCN(CCc3ccccc3)C(CCO)C2)c1O (stereo not given)	-3.4	-1.3	2.3	-0.9	-2.3	0.4	1.1	-0.1	0.8	0.8	2.3
CCCCNC(=S)N(CCCO)Cc1cc2cc3c(cc2[nH]c1=O)OCCO3	-35.6	-0.7	-0.1	-0.1	0.0	-24.2	3.2	1.2	0.0	-98.8	-0.8
CCOC(=O)c1ccccc1-c1cn2cc(Cl)ccc2n1	-12.8	-1.2	0.5	-1.6	-0.4	-6.6	1.8	-1.2	-0.5	-0.3	-3.8
O=C(CCN1C(=O)COc2ccccc21)NCc1ccco1	-1.8	-1.1	0.2	-2.9	0.7	-2.0	3.3	-0.6	0.8	-2.2	-3.4
CCCN1CCC(NC(=O)CC2C(=O)NCCN2Cc2cccc(OC)c2)CC1 (stereo not given)	-3.9	-0.5	1.8	0.1	-1.1	-3.3	1.3	1.8	1.9	-0.8	-0.2
CC(C)NC(=O)N(C)C[C@@H]1Oc2ccc(NC(=O)Nc3ccc(C(F)(F)F)cc3)cc2CC(=O)N([C@H](C)CO)C[C@@H]1C	4.9	-1.4	-0.6	-1.2	-2.2	0.0	1.1	-0.8	0.0	-0.6	1.6
O=C(CN1CCN(Cc2ccccc2)CC1)N=Nc1c(O)[nH]c2ccccc12	-0.6	-1.1	-1.1	5.3	0.7	1.8	-2.3	0.0	1.2	5.2	-13.6
COc1cc(Nc2c3ccccc3nc3ccccc23)cc(OC)c1OC	-139.4	-0.2	5.7*	8.2*	4.0	-119.2	2.5	1.0	0.3	-131.4	-1.7
COc1ccc(/C=C\C(=O)c2c(O)ccc3c(C)cc(=O)oc23)cc1OC	-12.0	-2.0	-2.9	0.5	-3.0	-18.7	-1.9	-1.4	-1.4	-7.2	-4.9
COc1ccc(C)cc1NC(=O)CSCc1ccccc1C	-3.9	-1.6	-3.3	-2.2	7.7	1.8	-2.7	0.1	-0.3	1.9	3.5
CCCCN(C)Cc1cc(=O)oc2cc3c(cc12)CCCC3	-18.8	-0.9	0.2	-1.3	2.0	-6.7	0.5	-0.9	0.3	-1.7	0.0
OCCOc1ccc(CN2CCCC(N3CCN(c4ccc(F)cc4)CC3)C2)cc1 (stereo not given)	-1.5	-0.1	-0.9	2.6	-1.7	4.1	-0.8	-1.8	0.1	-3.3	1.8
S=C1NCN(Cc2ccco2)CN1Cc1ccco1	-7.1	-1.7	-1.9	0.7	-0.5	3.1	2.6	-0.4	0.1	-2.8	1.9
CCn1c(-c2ccccc2)c(C(=O)CC#N)c2ccccc21	-8.3	-1.3	-1.9	1.0	-0.5	-4.4	1.1	0.2	-0.2	-3.7	-4.0
O=C(CN1CCCC1)N/N=C/c1c(O)ccc2ccccc12	-21.3	-1.5	-0.5	-1.1	-9.0	-12.9	2.1	-0.4	-1.6	-1.9	-11.7

Complete entries, looked up by structure. Order of screens: PLC-beta3 inh | ssDAF12 agonist | hcDAF-12 act | SMARCA2 activ | hgDAF-12 ag | PLC-gamma1 inh | NR1D1 modulator | DAX1 inh-1 | DAX1 inh-2 | ADAM17 inh | MBD2 DNA inh
CCCCN(C)Cc1cc(=O)oc2cc3c(cc12)CCCC3 in the list: -18.8 | -0.9 | 0.2 | -1.3 | 2.0 | -6.7 | 0.5 | -0.9 | 0.3 | -1.7 | 0.0
CCn1c(-c2ccccc2)c(C(=O)CC#N)c2ccccc21 in the list: -8.3 | -1.3 | -1.9 | 1.0 | -0.5 | -4.4 | 1.1 | 0.2 | -0.2 | -3.7 | -4.0
CC(C)NC(=O)N(C)C[C@@H]1Oc2ccc(NC(=O)Nc3ccc(C(F)(F)F)cc3)cc2CC(=O)N([C@H](C)CO)C[C@@H]1C in the list: 4.9 | -1.4 | -0.6 | -1.2 | -2.2 | 0.0 | 1.1 | -0.8 | 0.0 | -0.6 | 1.6
O=C(CCN1C(=O)COc2ccccc21)NCc1ccco1 in the list: -1.8 | -1.1 | 0.2 | -2.9 | 0.7 | -2.0 | 3.3 | -0.6 | 0.8 | -2.2 | -3.4

Carrying on:
SMILES	PLC-beta3 inh	ssDAF12 agonist	hcDAF-12 act	SMARCA2 activ	hgDAF-12 ag	PLC-gamma1 inh	NR1D1 modulator	DAX1 inh-1	DAX1 inh-2	ADAM17 inh	MBD2 DNA inh
O=C(NCC(=O)N(c1ccc(F)cc1)C(C(=O)NC1CCCCC1)c1ccncc1)c1ccco1 (stereo not given)	-2.5	-0.8	-0.7	-1.7	-1.1	0.1	-1.1	-1.6	-0.1	0.3	-3.0
Cn1ccnc1SCC(=O)Nc1cccc(S(=O)(=O)N2CCCCCC2)c1	-0.9	-1.5	0.2	-1.5	-0.5	-2.2	-0.6	1.4	0.4	2.8	4.1
COc1ccccc1CC(=O)N1CCN(C(=O)c2ccco2)CC1	-5.1	-1.7	-1.3	-0.5	2.0	1.9	11.0	0.2	-1.7	0.4	-4.2
Cc1ccccc1N1CCN(C(=O)C2CCC(=O)N(C3CCCC3)C2)CC1 (stereo not given)	-3.0	-1.2	-3.6	-0.5	-1.9	-1.8	-0.2	-0.1	-3.0	-0.8	1.6
CCOc1ccc(NS(=O)(=O)c2ccc3c(c2)n(C)c(=O)n3C)cc1	-9.2	-1.4	-3.3	-2.9	-4.6	-1.2	3.8	-0.9	-0.2	-4.1	5.4
O=C(Nc1cccc(NC(=O)c2ccccc2Cl)c1)c1ccc([N+](=O)[O-])o1	-3.1	-1.3	-2.0	-1.4	-7.0	0.6	-1.8	-1.8	-2.0	4.7	-0.3
COc1ccc(OCc2nnc(SCC(=O)Nc3nnc(C4CC4)s3)n2C)cc1	-6.7	-1.0	-1.4	-2.4	-2.3	2.7	3.4	-0.2	-0.3	-2.8	2.5
Cc1cc(C(=O)CSc2ccc(Cl)cc2)cc(C)c1OC(=S)N(C)C	0.9	-1.3	3.0	1.9	0.9	2.9	7.7	0.7	0.4	0.8	-1.0
Cc1cc(C)n2nc(SCn3nnc4ccccc4c3=O)nc2n1	-2.2	-0.9	-2.3	0.7	3.9	2.7	-12.6	0.7	-0.2	-4.0	0.2
CS(=O)(=O)N(CC(=O)N1CCCCCC1)c1cccc(F)c1	-5.9	-1.2	-0.2	-2.6	0.3	0.9	6.7	0.3	-0.2	-2.7	0.7
O=[N+]([O-])c1ccccc1CNc1ccc(F)c(Cl)c1	-8.8	-0.5	0.4	0.5	2.6	-6.5	-1.4	-0.5	-0.1	1.0	1.0
Oc1ccc2ccccc2c1CNc1ccc(Br)cc1	-12.0	-0.7	1.4	-2.8	-3.1	-1.7	-5.6	/	-0.1	-20.3	3.2
CN(C)c1ccc(/C=N/NC(=O)CNC(=O)c2ccc3c(c2)OCCO3)cc1	-52.1	-1.7	0.5	-0.5	-1.8	-50.7	0.2	0.2	0.0	-103.8	-3.1
COC(=O)C1=C(C)N(C)C(=O)NC1c1ccc([N+](=O)[O-])o1 (stereo not given)	0.0	-1.5	1.5	-0.6	2.7	1.0	1.8	-1.6	0.0	-1.1	0.0
COc1ccc2cc(C(=O)NCC(=O)O)sc(=O)c2c1OC	-16.8	-1.2	-1.2	-1.2	2.3	-16.0	-4.3	2.0	-0.7	-4.5	-0.2
O=[N+]([O-])c1ccc(CS(=O)(=O)N2CCN(c3ccccc3)CC2)cc1	-9.0	-0.4	0.1	-2.5	0.3	-0.6	-7.8	3.6	-0.4	-2.2	10.8
CN(N)c1nc(-c2ccccc2)nnc1C(F)(F)F	-1.3	-1.1	-0.2	-2.2	3.4	2.4	1.9	-1.1	1.2	-1.8	1.9
O=C(c1ccco1)N1CCN(Cc2cccc3ccccc23)CC1	-4.1	-1.0	-0.4	0.0	-2.5	1.1	-2.3	-0.7	-0.9	-2.0	1.7
NS(=O)(=O)c1ccccc1NC(=S)Nc1ccccc1S(N)(=O)=O	-4.4	-1.0	-2.0	2.7	-0.2	4.8	-5.6	0.7	-0.2	-1.9	1.1
O=S(=O)(c1ccccc1Cl)N1CCCC1c1nc(-c2ccc(Cl)cc2)no1 (stereo not given)	-0.4	-1.4	-3.0	-2.6	-2.1	2.8	0.3	-0.6	-2.1	6.3	-2.1

No enrichment for hits; any-hit rate near 7.4%.
